TDP43 rescue – TDP-43 toxicity inhibition in yeast; TDP-43 expressing yeast growth rescue, BacTiter-Glo, 24 h; Potency, µM (series often up to 46.1 µM), without a hit: at the top dose growth rescue (activation), usual class: activators; 1.8% of 410,000 active; AID 652104; also: potency is read from the fitted curve at half-maximal effect; % of control where 0% means no effect; nearly all actives have a fitted effect of over 50% in size
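Cell-based yeast growth screen: TDP-43 expression induced in galactose, inoculum OD600=0.02 after raffinose pregrowth to mid-log. Read-out BacTiter-Glo luminescence at 24 hr, 30 deg C; inhibition of toxicity seen as signal increase.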
D3 antag – antagonists of human D3 dopamine receptor | P35462 | D3R cells, DiscoveRx beta-arrestin luminescence, antagonist mode; active compounds read low | max response, negative = inhibition, % | 2.5% of 360,000 active; in the data active = max response below about -50%; inconclusive = no clear call, values can overlap the other calls; also: % is scaled to controls: 0 for no effect and ±100 for the full control effect; mostly tested at two doses, the higher about 12 µM
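Cells expressing the human receptor were seeded at 1500 cells/well, incubated overnight at 37 degrees C in 5% CO2, then exposed to library compounds with dopamine controls for 90 minutes at 37 degrees C before luminescent detection.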
Akt phos inh – blocks phosphorylation of Akt | Neuro2A IGF-stimulated pAkt S473 HTRF, 20 min; active compounds read low | activity change, % for hits at 50 µM | 0.32% of 360,000 active; in the data active = activity change below about -80%; inconclusive = mostly about -51% to -80%; also: % is scaled to controls: 0 for no effect and ±100 for the full control effect
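Neuro2A cells (4,500/well, DMEM with 0.5% FBS) were treated with compound at a single 50 µM final concentration, stimulated with 6 nM IGF for 20 min at 37 °C, and lysed. Phospho-Akt Ser473 was read by HTRF as 665/615 ratio ×10^4.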
GLP-1R inv ag – acts as inverse agonist at human GLP-1 receptor; P43220; HEK293 GLP-1R CRE-luciferase, luminescence, 24 h; GLP-1R form is constitutively active; Potency, µM (doses to about 38.3 µM), without a hit: top-dose activity change, negative = inhibition, most hits filed as inhibitors; 1.6% of 410,000 active; AID 624417; also: potency is read from the fitted curve at half-maximal effect; % is scaled to controls: 0 for no effect and ±100 for the full control effect; nearly all actives have a fitted effect of over 55% in size
Target sequence (P43220 whole entry, looked up): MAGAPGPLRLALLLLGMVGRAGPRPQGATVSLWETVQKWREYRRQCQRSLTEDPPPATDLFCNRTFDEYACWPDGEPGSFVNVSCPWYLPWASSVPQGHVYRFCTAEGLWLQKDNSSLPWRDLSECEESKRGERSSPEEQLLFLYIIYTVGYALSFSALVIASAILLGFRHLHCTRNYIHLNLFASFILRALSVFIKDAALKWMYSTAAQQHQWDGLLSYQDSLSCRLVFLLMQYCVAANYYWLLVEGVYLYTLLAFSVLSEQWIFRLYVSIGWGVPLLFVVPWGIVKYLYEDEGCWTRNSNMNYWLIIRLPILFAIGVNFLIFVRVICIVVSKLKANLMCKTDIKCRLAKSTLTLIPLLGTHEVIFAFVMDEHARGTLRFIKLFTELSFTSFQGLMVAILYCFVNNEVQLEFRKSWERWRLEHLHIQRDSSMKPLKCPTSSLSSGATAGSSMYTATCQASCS
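Assay principle: reduced luminescence from a cAMP-responsive reporter in HEK293 cells co-expressing a constitutively active GLP-1R. Conditions: 24 hr compound incubation, 37 deg C, 5% CO2.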
GLP1R ag – agonists of human GLP-1 receptor; 0.007% of 380,000 active; Potency, µM (highest dose often 45.6 µM), without a hit: at the top dose activation, usual class: activators; P43220; HEK293 GLP-1R CRE-luciferase, luminescence, 4-6 h; cells express a hypersensitive GLP-1R form; also: potency is read from the fitted curve at half-maximal effect; % of control where 0% means no effect
aSyn rescue – rescues yeast growth from alpha-synuclein toxicity | 0.14% of 370,000 active | Yeast expressing alpha-synuclein, growth rescue, BacTiter-Glo, 24 h | Potency, µM (top dose mostly 46.1 µM), without a hit: top-dose growth rescue (activation), hits mostly activators; also: potency is read from the fitted curve at half-maximal effect; % of control where 0% means no effect; nearly all actives have a fitted effect of over 65% in size
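Readout is rescue of growth in alpha-synuclein-expressing yeast, so inhibitors of toxicity appear as activators. Growth after 24 hr at 30 deg C in galactose medium is quantified by luminescence.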
Abeta rescue – A-beta toxicity reversal in yeast; yeast expressing A-beta42, growth rescue, OD600, 48 h; response scale: 0% DMSO, 100% iron-clioquinol control; Potency, µM (series often up to 46.1 µM), for the others: top-dose growth rescue, most hits filed as activators; 0.063% of 410,000 active; AID 1347071; also: potency is read from the fitted curve at half-maximal effect; nearly all actives have a fitted effect of over 55% in size
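Yeast A-beta toxicity model in growth medium with pinned compounds, 48 h at 30 C; growth read as absorbance at 600 nm. Normalized to FeCl3/clioquinol equimolar mix (positive) and DMSO (negative).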
PTHR1 ag – activates the human parathyroid hormone receptor PTHR1 | Q03431 | Potency, µM (top dose mostly 115 µM), inactives show at the highest dose activation, most hits filed as activators | 0.075% of 410,000 active | HEK293 GP2 PTHR1 cells, GloSensor cAMP luminescence, 1 h; also: potency is read from the fitted curve at half-maximal effect; nearly all actives have a fitted effect of over 55% in size; some results filed as inactive show a strong effect at the top dose; inactives centre near -15; many of its hits are not listed in these tables
Target sequence (Q03431 whole entry, looked up): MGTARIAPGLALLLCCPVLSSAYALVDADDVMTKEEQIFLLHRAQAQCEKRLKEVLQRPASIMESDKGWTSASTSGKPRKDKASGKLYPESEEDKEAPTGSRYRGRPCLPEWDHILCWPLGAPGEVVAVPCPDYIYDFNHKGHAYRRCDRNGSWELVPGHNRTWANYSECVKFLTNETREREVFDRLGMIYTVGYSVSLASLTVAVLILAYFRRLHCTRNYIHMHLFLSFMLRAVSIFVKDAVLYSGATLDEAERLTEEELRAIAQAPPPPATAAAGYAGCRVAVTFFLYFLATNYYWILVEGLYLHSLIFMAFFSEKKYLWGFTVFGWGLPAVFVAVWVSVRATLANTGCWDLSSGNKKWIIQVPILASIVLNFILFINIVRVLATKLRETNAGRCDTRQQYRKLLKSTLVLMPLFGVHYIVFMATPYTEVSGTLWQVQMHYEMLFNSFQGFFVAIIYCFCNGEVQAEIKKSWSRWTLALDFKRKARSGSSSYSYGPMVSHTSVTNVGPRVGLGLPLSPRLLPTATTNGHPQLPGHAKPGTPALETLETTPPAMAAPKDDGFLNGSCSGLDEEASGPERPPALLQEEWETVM
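HEK-293-derived GP2 cells expressing PTHR1 and a GloSensor cAMP reporter, 3,000/well, plated overnight, given luciferin plus IBMX (each 0.5 mM as added) for 1 h at 37 °C, then compound for 1 h at 37 °C. Luminescence was read after 15 min at room temperature.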
FUS yeast rescue – suppressors of FUS proteinopathy in yeast | AID 1347120 | Potency, µM (top dose mostly 76.6 µM), for the others: top-dose growth rescue (activation), most hits filed as activators | S. cerevisiae FUS-expressing, growth rescue, OD600, 24 h | 0.24% of 390,000 active;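 also: potency is read from the fitted curve at half-maximal effect; plate controls were DMSO vehicle for no effect and reference control for full effect; nearly all actives have a fitted effect of over 55% in size; some results filed as inactive show a strong effect at the top dose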
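S. cerevisiae expressing FUS from galactose induction served as the toxicity model. Growth after 24hr at 30C, read as absorbance at 600 nm, indicates suppression of toxicity; compounds dosed at several concentrations.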
Starred values were filed as active, the others as inactive; [ ] = remark or other dose. Unless noted, calls follow the shape of the dose curve; as a rule, active = well fitted curve in the direction sought with a large enough effect; inconclusive = small, poorly fitted or top-dose-only effect, or another doubt; inactive = no such curve, though single readings can be large; an effect the other way counts as inactive or inconclusive. A portion of the library; the hit share may differ from the screen's.

`CCN(CC(=O)NC1CCS(=O)(=O)C1)S(=O)(=O)c1ccc(C)cc1C` (configuration not stated) gave TDP43 rescue -1%, D3 antag 12, Akt phos inh inactive, GLP-1R inv ag -1%, GLP1R ag 17%, aSyn rescue 1%, Abeta rescue 7% and PTHR1 ag inactive.
For CCOC(=O)C1CCN(Cc2cn3c(-c4ccc(OC)cc4)nnc3s2)CC1 the results were TDP43 rescue 20%, GLP-1R inv ag 1%, GLP1R ag 3%, aSyn rescue 2%, Abeta rescue -8%, PTHR1 ag -7% and FUS yeast rescue -6%.
`Cc1c(N2C(=O)C(C)SC23C(=O)Nc2ccccc23)c(=O)n(-c2ccccc2)n1C` (configuration not stated) gave TDP43 rescue -1%, D3 antag -15, Akt phos inh inactive, GLP-1R inv ag -4%, GLP1R ag -6%, aSyn rescue 6%, Abeta rescue 14%, PTHR1 ag inactive and FUS yeast rescue -1%.
O=C(CSc1nc2ccccc2c(=O)n1-c1ccccc1)N1CCc2ccccc21 was read as TDP43 rescue 7%, D3 antag 24, Akt phos inh inactive, GLP-1R inv ag 19%, GLP1R ag -1%, aSyn rescue 0%, Abeta rescue 3% and PTHR1 ag -64%[inhibitor].
Screening O=C(O)C1=C[C@@H](c2coc3ccccc3c2=O)C[C@@H](OCCCCO)O1 returned TDP43 rescue 12%, D3 antag 13, Akt phos inh inactive, GLP-1R inv ag -14%, GLP1R ag -2%, aSyn rescue -2%, Abeta rescue 0%, PTHR1 ag 11% and FUS yeast rescue -6%.
CCc1ccccc1NC(=O)C(C)n1nc([N+](=O)[O-])c(Br)c1C (configuration not stated) was read as TDP43 rescue -4%, D3 antag 9, Akt phos inh inactive, GLP-1R inv ag inconclusive, GLP1R ag 1%, aSyn rescue 2%, Abeta rescue 9%, PTHR1 ag -12% and FUS yeast rescue 3%.
For O=C1CCCc2[nH]c(-c3ccccc3)nc21 the results were TDP43 rescue -3%[0.397 µM], D3 antag 16, Akt phos inh inactive, GLP-1R inv ag 2%, GLP1R ag 5%, aSyn rescue -2%, Abeta rescue 2%, PTHR1 ag -20% and FUS yeast rescue -6%.
`CCN(CC(=O)Nc1ccccc1C(F)(F)F)C(=O)c1ccccc1Cc1ccccc1` gave TDP43 rescue 17%, D3 antag -8, Akt phos inh inactive, GLP-1R inv ag inconclusive, GLP1R ag 7%, aSyn rescue 8%, Abeta rescue 20%, PTHR1 ag -3% and FUS yeast rescue 35%.
CCc1nnc(NC(=O)CSc2nnc(-c3cc4ccccc4cc3O)n2CC)s1 was read as TDP43 rescue 13%, D3 antag -7, Akt phos inh inactive, GLP-1R inv ag 0%, GLP1R ag -4%, aSyn rescue -3%, Abeta rescue 8%, PTHR1 ag -16% and FUS yeast rescue inconclusive.
`O=C(NC1CCCC1)c1cc(S(=O)(=O)N2CCOCC2)c(Cl)cc1Cl` gave TDP43 rescue -16%, D3 antag -6, Akt phos inh inactive, GLP-1R inv ag -19%, GLP1R ag 2%, aSyn rescue -3%, Abeta rescue -12%, PTHR1 ag -2% and FUS yeast rescue 14%.
Screening Cc1ccn(C(=O)c2ccc(NC(=O)C3CC3)cc2)n1 returned TDP43 rescue 2%, D3 antag -16, Akt phos inh inactive, GLP-1R inv ag 6%, GLP1R ag 18%, aSyn rescue 11%, Abeta rescue -4%, PTHR1 ag -5% and FUS yeast rescue -36%.
CCC/C(C(=O)NCCO)=C1/c2ccccc2C(=O)N1c1ccccc1 was read as TDP43 rescue 16%, D3 antag 1, Akt phos inh inactive, GLP-1R inv ag 11%, GLP1R ag 1%, aSyn rescue -6%, Abeta rescue 15%, PTHR1 ag -15% and FUS yeast rescue -17%.
`CC(C)(C)c1ccc(Nc2n[nH]c3ccccc23)cc1` gave TDP43 rescue 35µM*, D3 antag 18, Akt phos inh inactive, GLP-1R inv ag -27%, GLP1R ag 4%, aSyn rescue 6%, Abeta rescue 14%, PTHR1 ag -10% and FUS yeast rescue inconclusive.
COc1cc2cc(C(=O)Nc3ccccc3)c(N)nc2cc1OC was read as TDP43 rescue 23%, D3 antag 9, Akt phos inh inactive, GLP-1R inv ag 0%, GLP1R ag 11%, aSyn rescue 1%, Abeta rescue 2%, PTHR1 ag -1% and FUS yeast rescue 15%.
Cn1cccc1C(=O)Nc1nc(-c2ccccn2)cs1 was read as TDP43 rescue 14µM*, D3 antag -56*, Akt phos inh inactive, GLP-1R inv ag -24%, GLP1R ag -1%, aSyn rescue inconclusive, Abeta rescue inconclusive, PTHR1 ag -20%[57.5 µM] and FUS yeast rescue inconclusive.
Screening CN(CCO)c1cc(N(C)CCO)c([N+](=O)[O-])cc1[N+](=O)[O-] returned TDP43 rescue -26%, D3 antag -11, Akt phos inh inactive, GLP-1R inv ag 3%, GLP1R ag 12%, aSyn rescue 1%, Abeta rescue -16%, PTHR1 ag 8% and FUS yeast rescue 33%.
Screening COc1ccc(C(c2nnnn2Cc2ccccc2)N2CCN(c3ccccc3)CC2)cc1 (configuration not stated) returned TDP43 rescue 5%, D3 antag 0, Akt phos inh inactive, GLP-1R inv ag inconclusive, GLP1R ag -4%, aSyn rescue 5%, Abeta rescue 28%, PTHR1 ag -18%[57.5 µM] and FUS yeast rescue 16%.
Screening CC1C/C(=N/NC(=O)c2cccs2)CC(C)(C)C1 (configuration not stated) returned TDP43 rescue -5%, D3 antag 19, Akt phos inh inactive, GLP-1R inv ag 0%, GLP1R ag 17%, aSyn rescue 1%, Abeta rescue 4%, PTHR1 ag 8%[57.5 µM] and FUS yeast rescue 18%.
Screening Cc1cccc(NC(=O)Cn2nc(N3CCN(c4ccccc4)CC3)ccc2=O)c1C returned TDP43 rescue -3%, GLP-1R inv ag -1%, Abeta rescue -14%, PTHR1 ag inactive and FUS yeast rescue inconclusive.
Screening COC(=O)/C(C#N)=C/c1ccc(-c2ccc(S(N)(=O)=O)cc2)o1 returned TDP43 rescue -1%, D3 antag -14, Akt phos inh inactive, GLP-1R inv ag 31%[activator], GLP1R ag 19%, aSyn rescue 0%, Abeta rescue 0%, PTHR1 ag inactive and FUS yeast rescue 7%.
Screening Nc1nc(SCc2ccc([N+](=O)[O-])cc2)c2ncn(C3OC(CO)C(O)C3O)c2n1 (configuration not stated) returned TDP43 rescue 0%, D3 antag 3, Akt phos inh inactive, GLP-1R inv ag 0%, GLP1R ag 3%, aSyn rescue 1%, Abeta rescue -3% and PTHR1 ag inactive.
Screening Cc1ccc(N(C(=O)c2ccc3c(c2)OCO3)C2C=CS(=O)(=O)C2)cc1 (configuration not stated) returned TDP43 rescue 4%, D3 antag -15, Akt phos inh inactive, GLP-1R inv ag -6%, GLP1R ag 1%, aSyn rescue 3%, Abeta rescue 2%, PTHR1 ag -4%[57.5 µM] and FUS yeast rescue -5%.
`CCc1nnc(NC(=O)CSc2ccc(-c3nc4ccc(C)cc4[nH]3)cn2)s1` gave TDP43 rescue 9%, D3 antag -17, Akt phos inh inactive, GLP-1R inv ag 0%, GLP1R ag -10%, aSyn rescue -12%, Abeta rescue 5% and PTHR1 ag -9%.
Screening CCOc1ccccc1C(=O)NC1(C(F)(F)F)NC(=O)N(CCc2ccc(OC)c(OC)c2)C1=O (configuration not stated) returned TDP43 rescue 13%, GLP-1R inv ag -6%, GLP1R ag -5%, aSyn rescue 1%, Abeta rescue -9%, PTHR1 ag inactive and FUS yeast rescue 28%.
Screening COCC(=O)N1CCc2ccc(NC(=O)c3ccc(C(F)(F)F)cc3)cc2C1 returned D3 antag 24, Akt phos inh inactive, GLP-1R inv ag -16%, GLP1R ag -7%, aSyn rescue 0%, Abeta rescue -5%, PTHR1 ag -24% and FUS yeast rescue 5%.
Screening O=[N+]([O-])c1cc(C(F)(F)F)cc([N+](=O)[O-])c1N1CCN(S(=O)(=O)c2ccccc2)CC1 returned TDP43 rescue 16%, D3 antag -12, Akt phos inh inactive, GLP-1R inv ag 1%, GLP1R ag 0%, aSyn rescue 0%, Abeta rescue -21%, PTHR1 ag 0% and FUS yeast rescue 0%.
Screening CCc1ccc(NC(=O)c2cc(S(=O)(=O)N3CCc4ccccc43)cn2C)cc1 returned TDP43 rescue 15%, D3 antag 0, Akt phos inh inactive, GLP-1R inv ag inconclusive, GLP1R ag 6%, aSyn rescue 6%, Abeta rescue 0%, PTHR1 ag -63%[inhibitor] and FUS yeast rescue -18%.
`Cc1cc(NC(=O)COC(=O)c2cc(S(=O)(=O)N3CCOCC3)ccc2N2CCCCC2)no1` gave TDP43 rescue 12%, D3 antag 13, Akt phos inh inactive, GLP-1R inv ag 6%, GLP1R ag 7%, aSyn rescue 4%, Abeta rescue 3%, PTHR1 ag inactive and FUS yeast rescue 3%.
Screening N=c1n(CCN2CCCCC2)c2ccccc2n1CC(O)c1cccc(Br)c1 (configuration not stated) returned TDP43 rescue -5%, D3 antag -15, Akt phos inh inactive, GLP-1R inv ag inconclusive, GLP1R ag -12%, aSyn rescue 0%, Abeta rescue -15%, PTHR1 ag inactive and FUS yeast rescue 30%.
`CCOC(=O)C1=NOC(CNC(=O)c2c(-c3ccccc3Cl)noc2C)C1` (configuration not stated) gave TDP43 rescue -12%, D3 antag inconclusive, Akt phos inh inactive, GLP-1R inv ag 2%, GLP1R ag -6%, aSyn rescue -6%, Abeta rescue -4%[9.22 µM], PTHR1 ag -2% and FUS yeast rescue -28%.
COc1ccc(-n2c(CN3CCN(c4ccc(F)cc4)CC3)nc3ccc([N+](=O)[O-])cc3c2=O)c(OC)c1 was read as TDP43 rescue 3%, D3 antag -5, Akt phos inh inactive, GLP-1R inv ag inconclusive, GLP1R ag 13%, aSyn rescue -7%, Abeta rescue 3%, PTHR1 ag -2% and FUS yeast rescue 2%.
For Cc1cc2cc(C(c3nnnn3Cc3ccco3)N3CCCCC3)c(=O)[nH]c2cc1C (configuration not stated) the results were TDP43 rescue -19%, D3 antag 6, Akt phos inh inactive, GLP-1R inv ag 25%, GLP1R ag -7%, aSyn rescue -2%, Abeta rescue 5%, PTHR1 ag -2% and FUS yeast rescue 5%.
